Assay outcomes (PubChem)
RGS4 pot: RGS4 potentiation or activation; HEK293 M3R/inducible RGS4, carbachol calcium flux Fluo4; hits give low values; B-score at 10 µM; 0.92% of 310,000 active;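 active = B-score of the integrated calcium signal more than 4 SD below the library mean, with starting fluorescence not abnormally high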;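 note: negative B-score means reduced calcium response which marks RGS4 activation or potentiation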
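System: HEK293 FlpIn-TREx cells, stable M3R, doxycycline-inducible RGS4. Timing: overnight RGS4 induction, 30 min dye load 37 °C, 20 min compound RT. Also added: carbachol, ECmax concentration. Measured by: Fluo4 fluorescence kinetic imaging of calcium. Evaluation: integrated calcium ratio converted to B score.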
SKKanGAS inh: SKKanGAS growth inhibition | AID 1662 | S. pyogenes SKKanGAS, kanamycin growth, BacTiter-Glo, 6 h | 1.3% of 300,000 active | inhibition, % at 7.5 µM;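 active = mean replicate score, as percent of positive control median, at least 50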;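 note: strain carries kanamycin resistance gene driven by streptokinase promoter and grows in 40 µg/ml kanamycin; loss of luminescence reflects streptokinase promoter inhibition or plain growth inhibition; 0% = median of DMSO wells and 100% = positive control at its reference dose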
RGS4 inh: human RGS4 inhibition; 0.45% of 310,000 active; B-score at 10 µM; AID 463165; HEK293 M3R/RGS4 inducible, Fluo-4 calcium flux; hits give high values; triggered by carbachol at its EC20;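 active = B-score, a plate-corrected calcium signal, over three deviations above library mean, with baseline fluorescence within five deviations of library mean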;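 note: RGS4 expression induced by doxycycline in cells with stable M3 receptor; B-score is computed from the integrated fluorescence ratio over baseline after carbachol; higher B-score means a larger calcium signal and so more RGS4 inhibition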
Target sequence (P49798 whole entry, looked up): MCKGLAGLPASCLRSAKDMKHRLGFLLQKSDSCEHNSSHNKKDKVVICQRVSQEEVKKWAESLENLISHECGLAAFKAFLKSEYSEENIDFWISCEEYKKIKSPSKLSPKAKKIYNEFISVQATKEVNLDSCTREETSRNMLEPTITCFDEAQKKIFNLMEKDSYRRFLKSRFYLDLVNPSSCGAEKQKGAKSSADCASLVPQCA
ANO1 activ: mouse TMEM16A channel activation, primary screen; 0.3% of 340,000 active; HEK293 TMEM16A/YFP-H148Q/I152L, iodide quench fluorescence; hits give low values; B-score at 10 µM; Q8BHY3;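 active = fluorescence-ratio B-score plate-corrected deviation score at least 3 library SD below zero, with starting fluorescence score within 5 deviations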;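 note: channel opened by trigger with iodide after compound preincubation; score built on the fluorescence ratio of max minus min over baseline; more negative score means more quench and so TMEM16A activation or potentiation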
KCNK9 inh: inhibitors of human KCNK9 two-pore domain potassium channel; Q9NPC2; HEK293 KCNK9, FluxOR thallium flux fluorescence; hits give low values; B-score at 10 µM; 1.2% of 310,000 active;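 active = ratio B-score over 3 SD below the library mean, with starting fluorescence within 5 SD of its mean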;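 note: negative B-score means less thallium flux so channel inhibition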
Target sequence (Q9NPC2 whole entry, looked up, the tested form may be a part): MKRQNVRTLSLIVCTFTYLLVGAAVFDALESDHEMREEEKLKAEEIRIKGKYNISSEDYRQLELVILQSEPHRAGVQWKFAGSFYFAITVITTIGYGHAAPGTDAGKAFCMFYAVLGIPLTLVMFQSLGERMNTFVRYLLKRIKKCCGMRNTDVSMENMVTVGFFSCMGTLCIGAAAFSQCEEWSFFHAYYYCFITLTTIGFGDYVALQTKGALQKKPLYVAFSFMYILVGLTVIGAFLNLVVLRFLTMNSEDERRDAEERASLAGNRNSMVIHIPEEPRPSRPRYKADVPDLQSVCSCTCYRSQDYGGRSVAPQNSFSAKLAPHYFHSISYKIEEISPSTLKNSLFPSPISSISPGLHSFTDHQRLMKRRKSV
ANO1 block: blocks the mouse calcium-activated chloride channel TMEM16A | Q8BHY3 | HEK293 TMEM16A/YFP iodide influx fluorescence, ionomycin | normalized B-score (activity score, 25-100; higher = stronger inhibition) at 10 µM | 1.2% of 310,000 active;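 active = ratio plate-corrected score three or more library SD toward inhibition, starting fluorescence score within five deviations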;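 note: score derived from kinetic fluorescence span divided by baseline fluorescence per well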
KCNK3 block: human KCNK3 channel inhibition, primary screen. CHO-KCNK3 thallium flux, FluxOR fluorescence; hits give low values. AID 602410. B-score at 10 µM. 0.84% of 340,000 active;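 active = B-score under library mean minus 4 SD, starting fluorescence ratio at most library mean plus 5 SD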;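 note: more negative B-score means stronger inhibition of thallium flux through KCNK3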
hERG rescue: hERG (human) protection from proarrhythmic block; AID 1511; activation (rescue from dofetilide block), less the hit threshold, % at 10 µM; Q12809; 0.51% of 310,000 active; CHO-hERG, FluxOR thallium flux, dofetilide IC70 present;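 active = activation above the mean of controls blocked by dofetilide plus 5 SD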;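 note: thallium influx through hERG after potassium depolarization seen as dye fluorescence rise; in these data hits start at about 4.7%; inactives centre near -7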
KCNQ1 pot: potentiators or activators of human KCNQ1 potassium channel. B-score at 10 µM. 0.35% of 310,000 active. P51787. CHO-K1 KCNQ1, thallium flux FluxOR fluorescence; hits give high values;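 active = fluorescence ratio B-score, a plate-corrected score, at least three library SD, with initial intensity B-score within 5 SD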
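Medium – assay buffer, equal DMSO in all wells · Material – CHO-K1 cell line with stable KCNQ1 potassium channel expression · Signal – kinetic FluxOR thallium fluorescence, 10-s 1-Hz baseline, 110-s post-stimulus read · Compound – single concentration per compound, DMSO matched to controls · Schedule – 37 °C overnight plating, 90-min dark dye load, 20-min compound pretreatment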
HDAC3 inh: blocks human histone deacetylase 3; O15379; recombinant HDAC3, fluorogenic peptide/trypsin coupled, fluorescence; inhibition, % at 8.3 µM; 0.15% of 320,000 active; in the data active = inhibition above about 26%, passing the limit was not always enough
Target sequence (O15379 whole entry, looked up): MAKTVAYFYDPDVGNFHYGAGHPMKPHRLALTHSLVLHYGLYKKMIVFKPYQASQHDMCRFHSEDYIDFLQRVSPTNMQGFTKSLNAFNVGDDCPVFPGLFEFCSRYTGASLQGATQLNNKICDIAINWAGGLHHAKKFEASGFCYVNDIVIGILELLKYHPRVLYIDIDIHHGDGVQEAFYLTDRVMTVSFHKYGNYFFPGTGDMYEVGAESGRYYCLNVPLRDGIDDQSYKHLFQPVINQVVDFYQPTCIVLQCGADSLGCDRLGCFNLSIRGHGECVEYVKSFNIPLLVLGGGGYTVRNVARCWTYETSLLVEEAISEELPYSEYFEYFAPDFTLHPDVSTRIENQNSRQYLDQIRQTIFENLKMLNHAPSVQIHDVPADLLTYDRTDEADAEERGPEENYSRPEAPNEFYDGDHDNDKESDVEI
KCNQ1 inh: human KCNQ1 channel inhibition; CHO-K1 KCNQ1, FluxOR thallium flux fluorescence; hits give high values; B-score at 10 µM; 1.3% of 310,000 active;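 active = compounds whose thallium flux B-score, printed positive for inhibition, exceeds three library SD while starting fluorescence stays within three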;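 note: channel opened by potassium depolarization with thallium stimulus after 20 min compound exposure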
Active calls of the source: *; i = inactive; nt = no result given.

Compound,HDAC3 inh,ANO1 block,SKKanGAS inh,KCNK9 inh,KCNQ1 pot,KCNQ1 inh,RGS4 inh,hERG rescue,RGS4 pot,KCNK3 block,ANO1 activ
Cc1cc(C)c(C#N)c(SC(C(=O)NC(C)(C)C)c2ccccc2)n1 (stereo not given),-8,i,25,i,i,i,i,-10,i,i,i
Brc1cccc(CNCc2ccncc2)c1,-3,i,-4,i,i,i,i,-14,i,i,i
Cc1ccc(C2CCN(C(=S)NC(C)C)C2)cc1 (stereo not given),-2,i,0,i,i,i,i,-8,i,i,i
O=[N+]([O-])c1cccnc1N1CCN(Cc2ccc3c(c2)OCO3)CC1,5,i,-3,i,i,i,i,-5,i,i,i
O=C1C(=O)N(CCCN2CCOCC2)C(c2ccc(Cl)cc2)/C1=C(/O)c1ccc(F)cc1 (stereo not given),-1,i,-3,i,i,i,i,-2,i,i,i
CC1(N2CCOCC2)C(=O)c2ccccc2C1=O,5,i,-7,i,i,i,i,1,i,i,i
C/C(Cc1ccccc1)=N\NC(=O)c1ccccn1,-3,i,-11,i,i,i,i,-3,i,i,i
Cc1ccc(NC(=O)C[n+]2ccn(C3=C([O-])c4ccccc4C3=O)c2)cc1,-1,i,-6,i,i,i,i,-9,i,i,i
O=C(NCC1CCCO1)c1cccc(F)c1 (stereo not given),-6,i,7,i,i,i,i,-5,i,i,i
COc1ccc(N2C(=O)Cc3c2nc(N)c(C#N)c3N)cc1,nt,i,-5,i,i,i,i,-8,i,i,i

Compound,HDAC3 inh,ANO1 block,SKKanGAS inh,KCNK9 inh,KCNQ1 pot,KCNQ1 inh,RGS4 inh,hERG rescue,RGS4 pot,KCNK3 block,ANO1 activ
CCCCC(=O)Nc1ccc(C(=O)NNC(=S)NC(=O)c2cccs2)cc1,11,i,67*,i,i,i,i,-13,i,i,i
Cc1c(C(=O)Nc2ccccc2)sc2nc[nH]c(=O)c12,-2,i,-2,i,i,i,i,-6,i,i,i
O=C(CSc1nc2ccccc2n1CC(=O)N1CCOCC1)N1CCCC1,-4,i,1,i,i,i,i,-5,i,i,i
COc1cc(/C=N/N2CCOCC2)ccc1OCc1ccccc1,3,i,-4,i,i,i,i,-6,i,i,i
CC(C)[C@H](NC(=O)c1ccccc1)C(=O)OCC(=O)NCCc1ccc(F)cc1,-1,i,-8,i,i,i,i,-11,i,i,i
CCOC(=O)C(NC(=O)NCc1ccc(OC)cc1)(OCC)C(F)(F)F (stereo not given),9,i,1,i,i,i,i,-5,i,i,i
O=Cc1c(Nc2ccccc2Cl)nc2ccccn2c1=O,4,i,0,i,i,i,i,-3,i,i,i
CC(CN1CCCC1)OC(=O)COc1ccccc1 (stereo not given),15,i,1,i,i,i,i,-7,i,i,i
Cc1ccc(S(=O)(=O)N2CCN(S(=O)(=O)c3ccccc3)C2)cc1,nt,nt,5,i,i,i,i,-10,i,i,i
CC(=O)NS(=O)(=O)c1ccc(NC(=O)c2cccc3ccccc23)cc1,-6,i,-3,i,i,i,i,-9,i,i,i

Compound,HDAC3 inh,ANO1 block,SKKanGAS inh,KCNK9 inh,KCNQ1 pot,KCNQ1 inh,RGS4 inh,hERG rescue,RGS4 pot,KCNK3 block,ANO1 activ
C=CCn1c(SCC(=O)N2CC(=O)Nc3ccccc32)nc2scc(-c3ccccc3)c2c1=O,-8,i,14,i,i,i,i,-2,i,i,i
Cc1cccc(NC(=S)NC2CCCC2)c1,nt,i,-6,i,i,i,i,0,i,i,i
CC(C)OC(=O)/C(C#N)=C/c1ccc(-c2ccc(SC(F)F)cc2)o1,4,i,-5,i,i,i,i,-4,i,i,i
CCC(C)NC(=O)C(NS(=O)(=O)c1cccc2nsnc12)c1ccccc1 (stereo not given),1,i,-1,i,i,i,i,-13,i,i,i
CCCC(=O)Nc1ccc(C(=O)NNC(=S)NC(=O)c2cccs2)cc1,6,i,33,i,i,i,i,-10,i,i,i
Brc1c(CSc2nncn2-c2ccccc2)nc2sccn12,0,i,-2,i,i,i,i,-11,i,i,i
CN(CC(=O)Nc1ccccc1C(F)(F)F)C(=O)c1cc([N+](=O)[O-])ccc1N1CCOCC1,0,i,-1,i,i,i,i,-8,i,i,i
CCn1nc(C)c(NC(=O)/C=C/c2ccc(OC)c(COc3ccc(Br)cc3)c2)c1C,-5,i,37,i,i,i,i,-11,i,i,i
Cc1c(C(=O)Nc2ccncc2)oc2ccccc12,3,i,-6,i,i,i,i,-10,i,i,i
CCOc1ccccc1C1NC(=O)NC(C)=C1C(=O)OCc1ccco1 (stereo not given),-1,i,-10,i,i,i,i,-3,i,i,i

Ordered by molar mass (lowest first): 3 of the compounds above.
Compound,HDAC3 inh,ANO1 block,SKKanGAS inh,KCNK9 inh,KCNQ1 pot,KCNQ1 inh,RGS4 inh,hERG rescue,RGS4 pot,KCNK3 block,ANO1 activ
CCCC(=O)Nc1ccc(C(=O)NNC(=S)NC(=O)c2cccs2)cc1,6,i,33,i,i,i,i,-10,i,i,i
CCC(C)NC(=O)C(NS(=O)(=O)c1cccc2nsnc12)c1ccccc1 (stereo not given),1,i,-1,i,i,i,i,-13,i,i,i
CCn1nc(C)c(NC(=O)/C=C/c2ccc(OC)c(COc3ccc(Br)cc3)c2)c1C,-5,i,37,i,i,i,i,-11,i,i,i

(next part)
Compound,HDAC3 inh,ANO1 block,SKKanGAS inh,KCNK9 inh,KCNQ1 pot,KCNQ1 inh,RGS4 inh,hERG rescue,RGS4 pot,KCNK3 block,ANO1 activ
C#CCOC(=O)c1cc(Cl)c(=O)n(Cc2ccc(Cl)cc2Cl)c1,3,i,16,i,i,i,i,-7,i,i,i
CC1(C)CC(NC(=O)C2CCC(=O)N(Cc3ccccc3F)C2)CC(C)(C)C1 (stereo not given),nt,nt,-3,i,i,i,i,-8,i,i,i
CCOC(=O)c1nnn(CC(=O)NC(=O)Nc2cccc(CC)c2)c1C(=O)OCC,10,i,8,i,i,i,i,-6,i,i,i
CN1C(=O)N(C)C(NC(=O)Nc2ccccc2)C1NC(=O)Nc1ccccc1 (stereo not given),-2,i,-1,i,i,i,i,-4,i,i,i
Cc1ccc(S(=O)(=O)CCC(=O)Nc2nc(-c3cccnc3)cs2)cc1,0,i,5,i,i,i,i,-15,i,i,i
CCc1ccc(N2CC(C(=O)Nc3ccc(S(=O)(=O)N4CCOCC4)cc3)CC2=O)cc1 (stereo not given),6,i,-9,i,i,i,i,-4,i,i,i
Cc1ccc(CNc2cnccn2)s1,-10,i,-4,i,i,i,i,-14,i,i,i
O=C(OCc1ccccc1F)c1cc([N+](=O)[O-])ccc1N1CCOCC1,nt,i,38,i,i,i,i,-8,i,i,i
COc1ccc(Cn2nnnc2C(c2cccs2)N2CCSCC2)cc1 (stereo not given),-5,i,-10,i,i,i,i,0,i,i,i
COc1ccc(-c2[nH]ncc2/C=C(\C#N)C(=O)NC2CC2)cc1,1,i,-3,i,i,i,i,-4,i,i,i

Compound,HDAC3 inh,ANO1 block,SKKanGAS inh,KCNK9 inh,KCNQ1 pot,KCNQ1 inh,RGS4 inh,hERG rescue,RGS4 pot,KCNK3 block,ANO1 activ
Cc1ccc(C2CC2/C(=N/O)c2ccc(F)cc2)cc1 (stereo not given),4,i,22,i,i,i,i,-1,i,i,i
CSC1=N/C(=C\c2cccnc2)C(=O)N1c1ccccc1,-2,i,0,i,i,i,i,-7,i,i,i
COCCCn1c(=O)c2sccc2n2c(CCCC(=O)NCC3CCCO3)nnc12 (stereo not given),-4,i,-6,i,i,i,i,-6,i,i,i
CCOC(=O)c1[nH]c(C)c(/C=N/O)c1C,-2,i,-4,i,i,i,i,-5,i,i,i
COc1ccc(CN2CCN(C(=O)CC(C)C)CC2)c2ccccc12,-1,i,7,i,i,i,i,-8,i,i,i
Cc1ccccc1C1c2[nH]c3ccccc3c2C[C@H]2C(=O)N(C3CC3)CC(=O)N12 (stereo not given in full),4,i,0,i,i,i,i,-7,i,i,i
CC(NC(=O)OCc1ccccc1)C(=O)OCN1C(=O)c2ccccc2C1=O (stereo not given),-5,i,-1,i,i,i,i,-4,i,i,i
COc1ccc(S(=O)(=O)N2CCNCC2)cc1,-2,i,-1,i,i,i,i,6.5*,i,i,i
N#Cc1c(SCC(N)=O)nc2c(c1-c1ccc(O)cc1)CCCC2,4,i,-4,i,i,i,i,-1,i,i,i
O=C(O)CN1C(=O)SC(Nc2ccccc2C(=O)O)C1=O (stereo not given),-2,i,-6,i,i,i,i,-5,i,i,i

Compound,HDAC3 inh,ANO1 block,SKKanGAS inh,KCNK9 inh,KCNQ1 pot,KCNQ1 inh,RGS4 inh,hERG rescue,RGS4 pot,KCNK3 block,ANO1 activ
O=C(COc1cccc(Br)c1)N/N=C1\CCCc2ccccc21,2,i,-1,i,i,i,i,-15,i,i,i
Cc1cc(CC(=O)O)c2oc(-c3ccoc3)cc(=O)c2c1,-3,i,0,i,i,i,i,-11,i,i,i
O=S(=O)(N/N=C\c1cn(-c2ccccc2)nc1-c1ccccc1)c1ccccc1,nt,i,6,i,i,i,i,-8,i,i,i
Cc1ccc(C(=O)NCC(=O)Nc2ccccc2C(F)(F)F)cc1,-2,i,2,i,i,i,i,-8,i,i,i
Cc1cc(Oc2ccccc2F)nc(NCc2ccccc2)n1,nt,nt,14,i,i,i,i,-4,i,i,i
CCc1ccc(NC(=O)CSc2nnc(-c3cccs3)n2CC)cc1,6,i,4,i,i,i,i,-6,i,i,i
O=C(O)C(Cc1ccccc1)Nc1ccc([N+](=O)[O-])cc1[N+](=O)[O-] (stereo not given),4,i,-2,i,i,i,i,-11,i,i,i
CC1CCCN(C(=O)CSCC(=O)N=c2sc3ccccc3n2C)C1 (stereo not given),-1,i,1,i,i,i,i,-12,i,i,i
CCNC(=O)c1ccccc1-c1nc(-c2ccccc2Cl)no1,1,i,-3,i,i,i,i,-5,i,i,i
N#CCC(=O)NCCCOC(=O)Nc1ccc(Cl)c(Cl)c1,2,i,-12,i,i,i,i,-17,i,i,i
Cn1nnnc1SCc1cn2cccnc2n1,-52,i,-3,i,i,i,i,-2,i,i,i
CCN1CCN(c2cc(C)c3cc(NC(=S)N4CCN(c5ccccc5F)CC4)ccc3n2)CC1,5,i,-3,i,i,i,i,-16,i,i,i
COc1ccc(-n2c(SCC(=O)O)nnc2-c2ccc(NC(=O)c3ccccc3)cc2)cc1,-6,i,-8,i,i,i,i,-2,i,i,i
